# Assay outcomes deposited in PubChem by several laboratories.
# EP2 mod – EP2 receptor modulators, cAMP readout, primary screen, cell-based, HTRF cAMP, PGE2 stimulation; EP2-expressing cells, cAMP HTRF FRET, PGE2 co-stimulation; Prostaglandin E2 receptor EP2 subtype (Homo sapiens), P43116; induction, % at 25 µM; 260,000 compounds, 0.83% hits;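 active = compounds whose cAMP rise, as percent of the full-agonist control response, exceeds 60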;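 note: rat C6 glioma line stably carrying human EP2 under a CMV promoter; the protocol text gives 20 µM as final concentration; 100% = response of wells given 1 µM PGE2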
# Target sequence (P43116 whole entry, looked up): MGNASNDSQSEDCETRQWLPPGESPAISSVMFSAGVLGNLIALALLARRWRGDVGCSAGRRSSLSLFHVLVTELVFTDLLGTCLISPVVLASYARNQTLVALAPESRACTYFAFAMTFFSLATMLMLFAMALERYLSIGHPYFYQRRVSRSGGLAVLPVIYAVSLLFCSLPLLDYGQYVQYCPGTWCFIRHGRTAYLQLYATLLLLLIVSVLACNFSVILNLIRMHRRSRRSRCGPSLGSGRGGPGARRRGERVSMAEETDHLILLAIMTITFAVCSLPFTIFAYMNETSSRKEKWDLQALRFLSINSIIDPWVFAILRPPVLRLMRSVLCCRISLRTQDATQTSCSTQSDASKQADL
# m-calpain inh – inhibitors of pig calpain II, primary screen, biochemical, fluorogenic peptide substrate, 1536-well; purified calpain II, 30 min; inhibition, % at 16 µM; 220,000 compounds, 0.37% hits;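 active = inhibition above about 50%, limit read from the data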
# eIF4E 4G PPI – eIF4E–eIF4G protein interaction inhibitors, primary screen, biochemical, uHTS, TR-FRET, eIF4GI fragment; Eukaryotic translation initiation factor 4E (Mus musculus) + Eukaryotic translation …; TR-FRET eIF4E-eIF4GI(517-606) binding, 2 h; inhibition, % at 21.7 µM; 220,000 compounds, 0.37% hits;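 active = inhibition above about 30%, limit read from the data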;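 note: 0% = full FRET control wells and 100% = background wells lacking eIF4GI fragment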
# 14-3-3 Bad PPI – inhibitors of 14-3-3 zeta/Bad binding, primary screen, biochemical, TR-FRET, bovine 14-3-3 zeta. 14-3-3 protein zeta/delta (Bos taurus), P63103. inhibition, % at 21.7 µM. AID 781, 2007. TR-FRET 14-3-3zeta/Dy647-pBad peptide displacement, 1 h. 220,000 compounds, 0.71% hits;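 active = inhibition above about 70%, limit read from the data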;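 note: 0% = full 14-3-3 plus peptide FRET controls and 100% = background without 14-3-3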
# Target sequence (P63103 whole entry, looked up): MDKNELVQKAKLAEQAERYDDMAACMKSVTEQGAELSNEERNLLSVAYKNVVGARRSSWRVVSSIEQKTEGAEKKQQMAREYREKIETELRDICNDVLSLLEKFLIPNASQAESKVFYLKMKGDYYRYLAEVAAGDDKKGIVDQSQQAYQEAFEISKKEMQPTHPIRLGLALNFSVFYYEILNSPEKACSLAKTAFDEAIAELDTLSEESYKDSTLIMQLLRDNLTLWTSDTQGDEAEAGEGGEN
# TbHK1 inh – Trypanosoma brucei hexokinase 1 inhibitors, primary screen, biochemical, G6PDH-coupled NADH absorbance, MLSCN library; recombinant TbHK1, G6PDH-coupled NADH A340; 220,000 compounds, 0.11% hits; AID 1430, 2008; inhibition, % at 10 µM;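 active = inhibition of 50% or more in the single-dose primary screen; inactive = inhibition below 50%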
# L929 necroptosis – inhibitors of zVAD-triggered necroptosis, primary screen, L929 cells; L929 zVAD necroptosis rescue, ATP luminescence, 24 h; with zVAD 60 µM; viability rescue, % at 10 µM; 220,000 compounds, 0.38% hits; AID 1377, 2008;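 active = activation, scaled between plate controls, above about 75%, limit read from the data; inactive = activation under that limit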;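 note: 0% = zVAD with DMSO and 100% = DMSO alone without zVAD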
# PGE2 EP2 inh – human EP2 receptor antagonists, primary screen, TR-FRET cAMP, C6 glioma cells | AID 1422, 2008 | 260,000 compounds, 0.52% hits | C6 glioma cells expressing human EP2; cells stimulated with saturating PGE2 | inhibition, % at 25 µM | Prostaglandin E2 receptor EP2 subtype (Homo sapiens), P43116;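 active = percent inhibition above 40 after rounding to a whole number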;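 note: rat C6 glioma host cells with rolipram phosphodiesterase inhibitor present; the protocol text gives 20 µM as final concentration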
# Rad51 HR inh – human RAD51 strand exchange inhibitors, primary screen, biochemical, fluorescence; DNA repair protein RAD51 homolog 1 (Homo sapiens), Q06609; hRad51 DNA strand exchange, fluorescence dequenching; inhibition, % at 10 µM; 200,000 compounds, 0.085% hits; AID 1385, 2008;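 active = inhibition above 40% at the single screening dose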;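 note: 0% = DMSO control wells and 100% = blanks with heterologous ssDNA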
# Target sequence (Q06609 whole entry, looked up): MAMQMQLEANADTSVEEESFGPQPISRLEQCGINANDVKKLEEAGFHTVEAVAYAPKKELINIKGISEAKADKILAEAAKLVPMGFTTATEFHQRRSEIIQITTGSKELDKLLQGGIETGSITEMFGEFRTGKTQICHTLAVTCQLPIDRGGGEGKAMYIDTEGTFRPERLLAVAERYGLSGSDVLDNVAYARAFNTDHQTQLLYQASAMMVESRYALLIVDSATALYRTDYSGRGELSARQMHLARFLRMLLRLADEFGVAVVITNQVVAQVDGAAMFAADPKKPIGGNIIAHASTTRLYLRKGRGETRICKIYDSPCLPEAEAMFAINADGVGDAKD
#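 Test system – preformed human Rad51 ssDNA filaments · Reagent – Donor/quencher-labelled 47-bp dsDNA substrate · Incubation – 37 °C 15-min filament assembly, 30-min compound preincubation, 15-min exchange · Signal – FRET fluorescence dequenching, excitation 485 nm, emission 520 nm · Read-out – percent inhibition from fluorescence, normalised to plate control and blank means · Benchmarks – plate control and blank wells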
# Hck-Nef inh – inhibitors of Nef-activated human Hck kinase, primary screen, biochemical, Z-Lyte FRET, 384-well, Hck-YEEI; Tyrosine-protein kinase HCK (Homo sapiens), P08631; Recombinant Hck-YEEI plus Nef, Z-Lyte FRET kinase assay; inhibition, % at 20 µM; 220,000 compounds, 0.68% hits;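 active = Hck-Nef kinase inhibition above about 50%, limit read from the data; inactive = inhibition below that limit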;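 note: 0% = DMSO with Hck plus Nef and 100% = Hck alone without Nef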
# Starred values were filed as active, the others as inactive; / = no result given; & = joins results of further samples; [ ] = another dose, or the depositor's remark. Only part of the results is shown; rates above refer to the full screens.
SMILES,EP2 mod,m-calpain inh,eIF4E 4G PPI,14-3-3 Bad PPI,TbHK1 inh,L929 necroptosis,PGE2 EP2 inh,Rad51 HR inh,Hck-Nef inh
COc1ccc(Cn2nnnc2C(c2cccs2)N2CCSCC2)cc1 (stereo not given),7,-3,4,3,26,0.1,7,-8,0
O=S(=O)(N/N=C\c1cn(-c2ccccc2)nc1-c1ccccc1)c1ccccc1,11,-86,-4,-7,-7,0.7,8,1,-1
N#Cc1c(SCC(N)=O)nc2c(c1-c1ccc(O)cc1)CCCC2,26,7,2,14,-10,0.0,8,9,-1
O=C(COc1cccc(Br)c1)N/N=C1\CCCc2ccccc21,-38,9,0,-12,2,6.5,3,2,-5
O=C(O)CN1C(=O)SC(Nc2ccccc2C(=O)O)C1=O (stereo not given),-4,-71,4,3[fluorescence artefact?],-11,0.8,11,0,6
CC(NC(=O)OCc1ccccc1)C(=O)OCN1C(=O)c2ccccc2C1=O (stereo not given),-6,8,-1,3,2,0.0,11,/,0
Cc1ccc(C2CCN(C(=S)NC(C)C)C2)cc1 (stereo not given),-10,15,3,3,-1,0.0,2,/,8
O=C(NCC1CCCO1)c1cccc(F)c1 (stereo not given),-19&10,3,-3,1,-1,0.0,0&20,4,1
COc1ccc(N2C(=O)Cc3c2nc(N)c(C#N)c3N)cc1,3,23,7,-8,-10,-0.7,10,5,6
CC1(N2CCOCC2)C(=O)c2ccccc2C1=O,4,17,3[fluorescence artefact?],-2,0,-1.0,9,-12,0
Cc1ccc(NC(=O)C[n+]2ccn(C3=C([O-])c4ccccc4C3=O)c2)cc1,9,2,-1,-8,-4,2.5,11,7,-25
CCOC(=O)C(NC(=O)NCc1ccc(OC)cc1)(OCC)C(F)(F)F (stereo not given),8,7,4,0[fluorescence artefact?],1,0.8,4,-3,0
CC(CN1CCCC1)OC(=O)COc1ccccc1 (stereo not given),7,13,-3,3,-1,0.1,23,3,1
Cc1c(C(=O)Nc2ccccc2)sc2nc[nH]c(=O)c12,-24,-30,8,6[fluorescence artefact?],-9,0.9,7,-13,1
O=C(CSc1nc2ccccc2n1CC(=O)N1CCOCC1)N1CCCC1,-3&10,0,2,36,-4,-1.2,10&8,-8,12
CC(C)[C@H](NC(=O)c1ccccc1)C(=O)OCC(=O)NCCc1ccc(F)cc1,14,3,18,-6,0,0.6,4,3,3
COc1cc(/C=N/N2CCOCC2)ccc1OCc1ccccc1,-17,-14,1,-7,-10,6.2,5,3,26
CCCCC(=O)Nc1ccc(C(=O)NNC(=S)NC(=O)c2cccs2)cc1,2,-43,3,9[fluorescence artefact?],-10,0.7,10,1,-3
CC(C)CC(=O)Nc1ccc(-c2cn3ccsc3n2)cc1,-28,-14,-12,-1[fluorescence artefact?],-2,0.6,12,-10,5
COc1ccc(/C(O)=C2/C(=O)C(=O)N(CCCN(C)C)C2c2ccccc2)cc1Cl (stereo not given),16,-15,-12,-8,4,-0.1,16,-9,-1
Cc1cccc(NC(=S)NC2CCCC2)c1,-13,-6,-1,-21,9,-0.2,8,-6,3
C=CCn1c(SCC(=O)N2CC(=O)Nc3ccccc32)nc2scc(-c3ccccc3)c2c1=O,24,-185,-1[fluorescence artefact?],0,-2,-0.3,20,3,0
Cc1ccc(S(=O)(=O)N2CCN(S(=O)(=O)c3ccccc3)C2)cc1,8,2,-4[fluorescence artefact?],-3,-2,0.6,/,/,0
CN(CC(=O)Nc1cccc(F)c1)CC(=O)Nc1cccc(S(=O)(=O)N2CCCCCC2)c1,-8,9,-4,-3,-19,1.3,8,0,17
CCOc1cccc(C(=O)N(Cc2ccc(F)cc2)C2CCS(=O)(=O)C2)c1 (stereo not given),18,23,-5,-8,7,-0.2,15,-5,1

# The closing 2 compounds of the section above lead into the next:
SMILES,EP2 mod,m-calpain inh,eIF4E 4G PPI,14-3-3 Bad PPI,TbHK1 inh,L929 necroptosis,PGE2 EP2 inh,Rad51 HR inh,Hck-Nef inh
CN(CC(=O)Nc1cccc(F)c1)CC(=O)Nc1cccc(S(=O)(=O)N2CCCCCC2)c1,-8,9,-4,-3,-19,1.3,8,0,17
CCOc1cccc(C(=O)N(Cc2ccc(F)cc2)C2CCS(=O)(=O)C2)c1 (stereo not given),18,23,-5,-8,7,-0.2,15,-5,1
Cc1cccc(Cn2c(Cc3ccccc3)nc3ccccc32)c1,93*,32,4,11,30,0.1,10,6,-3
CN(c1ccccc1C(=O)Nc1ccc(S(=O)(=O)N2CCOCC2)cc1)S(=O)(=O)c1ccccc1,-62,10,2,-1,28,-0.6,5,-2,2
COc1ccccc1N(C1=NCCCS1)S(=O)(=O)c1ccc(C(C)(C)C)cc1,48,30,-3,-4,-9,-0.5,3,/,-14
COc1ccc(/C=C/C(=O)c2ccc(OC)cc2O)cc1,0,14,1,9[fluorescence artefact?],1,2.9,10,-4,1
Cc1ccc2ccc(C(Nc3cccc(C(F)(F)F)c3)c3cccnc3)c(O)c2n1 (stereo not given),27,-4,0,-15,-2,0.2,8,9,2
Cc1nn(C)c(C)c1NC(=O)CCl,19,15,1,23,1,-1.2,0,-5,13
COc1ccc(NC(=O)Nc2ccc(OC)cc2)cc1,-6,-40,/,/,1,11,/,/,-20
Cc1ccc(C(=O)NC(=S)Nc2ccccc2C)cc1,4,7,-1,-10,0,0.5,10,4,24
CSc1cccc(NC(=O)OC2CCCCCCCCCCC2)c1,-18&24,-18,-2,-2,-6,2.0,6&10,17,11
CCn1nc(NC(=O)Cc2ccc(OC)cc2)c2cc3cccc(C)c3nc21,6,-48,3,1,-4,0.3,17,10,23
C#CCNC(=O)C1=C[C@@H](C(C)(C)C)C[C@@H](OCc2ccc(CO)cc2)O1,9,-11,1,6,0,1.6,6,-4,-2
COc1ccc(NC(=O)CN2CCN(CC(=O)Nc3ccc4c(c3)OCO4)CC2)cc1,16,-32,-5,-13,0,0.8,13,17,1
CSc1ccc(/C=C/C(=O)c2ccc(NC(=O)C(C)C)cc2)cc1,-11,2,2,12,-19,0.4,5,2,0
COc1cc(NC(=O)c2cc3ccccc3o2)c(OC)cc1Cl,27,-374,-10,3,-8,0.0,16,-13,5
Cc1cc(C)c(C#N)c(SC(C(=O)NC(C)(C)C)c2ccccc2)n1 (stereo not given),-17,-2,3,-3,7,-0.2,14,14,2
O=S(=O)(c1ccc(NC(=S)NN=C2CCCCC2)cc1)N1CCOCC1,-36,-25,1,-17,-6,0.9,2,-5,-1
O=C(Nc1ccc(N2CCCCC2)cc1)c1ccccc1,-5,8,0,-2[fluorescence artefact?],-8,2.8,6,0,-2
Cc1occc1-c1nnc(-c2cc([N+](=O)[O-])cc([N+](=O)[O-])c2)o1,11,-72,4,2,0,-1.0,5,-8,21
CC(=O)C1=C(C)NC(=S)NC1c1cccc([N+](=O)[O-])c1 (stereo not given),-8,0,-1,-7,-21,-0.6,5,-5,15
O=C(Nc1nc2ccc(Cl)cc2s1)c1ccc(N2CCCCC2)c([N+](=O)[O-])c1,2,21,4,-6,-9,-0.7,5,11,2
CCCC(=O)Nc1nc(C)c(-c2csc(Nc3ccccc3C)n2)s1,13,-49,-18,32,-13,2.0,9,-6,7
O=C(Nc1ccc(N2CCCC2)cc1)c1ccc(Br)o1,-16,-14,18[fluorescence artefact?],22[fluorescence artefact?],-16,0.5,4,-6,10
COC(=O)c1ccc(OCC(O)CN(CCO)CC(O)Cn2ccc3ccccc32)cc1 (stereo not given),-13,4,0[fluorescence artefact?],-2,-7,1.0,8,2,60*
O=C(NC(Cc1c[nH]c2ccccc12)C(=O)N1CCOCC1)c1cccs1 (stereo not given),-4,-20,-1,-9,1,3.0,6,-14,12
COC(=O)COc1cccc2c(=O)n(CC(=O)NCCc3ccccc3)ccc12,-14,-16,4,1[fluorescence artefact?],-7,/,10,5,-6

# (more compounds)
SMILES,EP2 mod,m-calpain inh,eIF4E 4G PPI,14-3-3 Bad PPI,TbHK1 inh,L929 necroptosis,PGE2 EP2 inh,Rad51 HR inh,Hck-Nef inh
S=C(NC1CCCCC1)N1CCN(Cc2ccccc2)CC1,1,-9,2,-11,-5,0.1,2,7,-1
N#Cc1ccc(-c2ccc(F)cc2)nc1Sc1ccc(F)cc1,24,-20,-2,7,-9,-0.1,3,-8,1
COc1ccc(CN2C(=O)c3ccccc3C2=O)cc1C(=O)Nc1ccc(C)cc1C,29,-13,16[fluorescence artefact?],-1,-4,0.8,9,27,3
Cc1nnc(N(C)C(=O)c2ccncc2)s1,1,-22,1,-1,-4,0.9,4,1,17
Cc1[nH]c2ccccc2c1C(=O)CNc1nccs1,-11,6,3,3[fluorescence artefact?],1,0.0,18,-1,-2
COc1ccccc1OCc1nnc(SCC(=O)NCc2ccco2)n1Cc1ccco1,19,1,0,-13,14,0.1,7,-5,0
COc1ccc(CC(NC(C)=O)C(=O)NC2CCN(c3c4c(nc5ncnn35)CCC4)CC2)cc1 (stereo not given),3,4,3,7,-6,1.4,14,-3,3
CC(C)N1CCC(NC(=O)Nc2ccccc2)CC1,23,-23,-1,-9,-6,0.8,9,4,-1
COc1ccc(S(=O)(=O)N2CCN(C(=O)[C@@H]3CCC(=O)N3C3OC(=O)c4ccccc43)CC2)cc1 (stereo not given in full),3,16,0[fluorescence artefact?],-14[fluorescence artefact?],7,0.4,5,2,0
CS(=O)(=O)N(C(=O)NC(=O)NC1CCS(=O)(=O)C1)C1CCCCC1 (stereo not given),33,-22,4,7,0,-0.1,7,6,-1
c1cc2c(cc1Nc1nc(-c3ccc4c(c3)OCO4)cs1)OCCO2,29,-78,0,61,-18,0.4,2,-2,0
Cc1nc(NC(=O)c2cc(-n3cnnc3)ccc2Cl)ccc1Br,9,-14,1,5,3,0.1,15,-4,1
Cc1ccc(CC2CC(=O)N(c3ccc(C)cc3)C2=O)cc1 (stereo not given),18,-12,-7,-3,-9,2.1,8,-7,-6
Cc1csc(NC(=O)CSc2nnc(C)c(=O)n2N)n1,21,21,-6,2,8,-0.5,9,-7,-18
CC(C)(Oc1ccc(Br)cc1)C(=O)N1CCc2ccccc21,14,13,0,-1,-2,0.1,9,-3,0
O=C1CSC(=NC2CCCCC2)N1,-1,-11,-7,-9[fluorescence artefact?],-2,0.5,17,11,1
C#C[C@]1(O)CC[C@H]2[C@@H]3CCc4cc(OC5CCCC5)ccc4[C@H]3CC[C@@]21C,-6,-62,3,-6,/,/,19,-2,/
COc1cccc(N(CC(=O)O)S(=O)(=O)c2ccccc2)c1,6,-47,3[fluorescence artefact?],6[fluorescence artefact?],-2,-0.2,8,-10,0

# Profiles, quoted from the list. Screens in order: EP2 mod | m-calpain inh | eIF4E 4G PPI | 14-3-3 Bad PPI | TbHK1 inh | L929 necroptosis | PGE2 EP2 inh | Rad51 HR inh | Hck-Nef inh
# `Cc1nnc(N(C)C(=O)c2ccncc2)s1` in the list: 1 | -22 | 1 | -1 | -4 | 0.9 | 4 | 1 | 17
# `Cc1nc(NC(=O)c2cc(-n3cnnc3)ccc2Cl)ccc1Br` in the list: 9 | -14 | 1 | 5 | 3 | 0.1 | 15 | -4 | 1
